# Fam108B counter – mouse Fam108B serine hydrolase inhibitors, primary screen, counter-screen for RBBP9 inhibitor project, biochemical, fluorescence polarization. AID 1947, 2009. recombinant Fam108B, FP-Rh probe fluorescence polarization. 300,000 compounds, 0.33% hits. inhibition, % at 9.51 µM;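 active = inhibition above the screen mean inhibition plus 3 SD, computed separately per campaign, cut at about 18% in these data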;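 note: inhibitors lower polarization as less probe binds the enzyme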
# PME-1 primary – PME-1 inhibitors via competitive probe labeling, primary screen, biochemical, fluorescence polarization, FP-Rh probe, HTS; Protein phosphatase methylesterase 1 (Homo sapiens), Q9Y570; recombinant PME-1; inhibition, % at 5.9 µM; 320,000 compounds, 0.53% hits; AID 2130, 2009;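 active = inhibition above the campaign mean of all compounds plus 3 SD, cut at about 26% in these data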;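 note: competitive labeling of PME-1 active site by serine hydrolase directed probe; 0% = PME-1 with DMSO and 100% = wells lacking PME-1 enzyme; inhibitors block probe labeling so polarization falls and inhibition rises; many of its hits are not listed in these tables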
# GSTO1 inh – inhibitors of recombinant GSTO1, primary screen, counter-screen for RBBP9 inhibitor project, biochemical, fluorescence polarization; activity-based probe fluorescence polarization; inhibition, % at 5.96 µM; 300,000 compounds, 1.1% hits; AID 1974, 2009;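 active = inhibition above the campaign mean inhibition plus 3 SD, cut at about 35% in these data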;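 note: 0% = GSTO1-1 with DMSO and 100% = wells lacking GSTO1-1 enzyme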
# Target sequence (P78417 whole entry, looked up): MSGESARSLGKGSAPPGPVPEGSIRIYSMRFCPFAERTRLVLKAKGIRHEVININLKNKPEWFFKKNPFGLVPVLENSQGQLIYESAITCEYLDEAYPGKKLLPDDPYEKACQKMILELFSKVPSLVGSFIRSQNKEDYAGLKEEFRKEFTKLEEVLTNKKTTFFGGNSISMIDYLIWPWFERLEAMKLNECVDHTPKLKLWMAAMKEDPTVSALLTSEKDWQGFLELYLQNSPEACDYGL
# PAD4 FP inh – human PAD4 inhibitors, primary screen, biochemical, fluorescence polarization, 1536-well format; Protein-arginine deiminase type-4 (Homo sapiens), Q9UM07; recombinant PAD4, RCA probe fluorescence polarization; inhibition, % at 6.36 µM; 330,000 compounds, 0.41% hits; AID 485272, 2010;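 active = percent inhibition above a cutoff equal to the mean of all tested compounds plus 3 SD, cut at about 15% in these data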;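 note: 0% = PAD4 with RCA probe and DMSO and 100% = probe without PAD4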
# Target sequence (Q9UM07 whole entry, looked up): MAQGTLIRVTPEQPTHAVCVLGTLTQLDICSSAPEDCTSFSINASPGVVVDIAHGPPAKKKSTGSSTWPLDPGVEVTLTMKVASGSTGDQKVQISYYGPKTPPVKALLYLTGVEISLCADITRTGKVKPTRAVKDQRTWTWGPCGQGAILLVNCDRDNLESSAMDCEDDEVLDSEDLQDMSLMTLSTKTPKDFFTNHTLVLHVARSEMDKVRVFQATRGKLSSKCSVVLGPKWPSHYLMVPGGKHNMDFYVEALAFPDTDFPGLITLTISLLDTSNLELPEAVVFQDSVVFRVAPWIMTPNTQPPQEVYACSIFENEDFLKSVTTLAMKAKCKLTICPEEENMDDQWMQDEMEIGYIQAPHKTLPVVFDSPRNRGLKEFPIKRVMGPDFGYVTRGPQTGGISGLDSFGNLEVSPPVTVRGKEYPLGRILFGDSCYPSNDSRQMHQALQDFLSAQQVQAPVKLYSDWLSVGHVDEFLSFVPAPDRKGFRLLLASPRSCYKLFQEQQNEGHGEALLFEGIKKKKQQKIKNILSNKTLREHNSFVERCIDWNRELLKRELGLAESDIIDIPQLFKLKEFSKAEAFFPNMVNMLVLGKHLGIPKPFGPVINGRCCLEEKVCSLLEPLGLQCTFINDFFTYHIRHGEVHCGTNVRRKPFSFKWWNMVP
# MCL1 BIM primary – inhibitors of MCL1 binding to BIM-BH3, primary screen, biochemical, fluorescence polarization. AID 2057, 2009. GST-MCL1 / FITC-Bim-BH3 fluorescence polarization. Induced myeloid leukemia cell differentiation protein Mcl-1 (Homo sapiens), Q07820. inhibition, % at 10.9 µM. 320,000 compounds, 0.68% hits;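 active = inhibition above the mean inhibition of all tested compounds plus 3 SD, set per campaign, cut at about 40% in these data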;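 note: 0% = DMSO wells and 100% = unlabeled Bim-BH3 peptide control; higher means more loss of mP so more displacement of Bim peptide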
# GLD-1 RNA inh – GLD-1/TGE RNA complex disruptors, primary screen, biochemical, fluorescence polarization | Female germline-specific tumor suppressor gld-1 (Caenorhabditis elegans), Q17339 | 320,000 compounds, 0.44% hits | purified GLD-1 + fluorescein TGE RNA | inhibition, % at 5.96 µM;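 active = percent inhibition above a per-plate cutoff, the plate mean of test compounds plus 3 SD, cut at about 30% in these data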;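 note: 0% = DMSO wells with GLD-1 and probe and 100% = wells lacking GLD-1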
# MEX-5 binding – MEX-5 zinc finger RNA-binding disruptors – biochemical, C. elegans, fluorescence polarization, MLPCN library, primary screen; Zinc finger protein mex-5 (Caenorhabditis elegans), Q9XUB2; MEX-5/FITC-TCR2 RNA binding; active compounds read low; activity score (negative = inhibition of binding), % at 10 µM; 300,000 compounds, 0.38% hits;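 active = inhibition past about -25% in most replicates, and total fluorescence under double the plate's negative control median, limit read from the data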;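 note: 0% = DMSO and -100% = 5 µM competing unlabeled TCR2 RNA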
# Bcl-xL primary – inhibitors of human Bcl-xL, primary screen, biochemical, fluorescence polarization, HTS. Bcl-2-like protein 1 (Homo sapiens), Q07817. GST-Bcl-xL / FITC-Bim BH3 peptide fluorescence polarization. inhibition, % at 10.9 µM. 320,000 compounds, 0.7% hits;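 active = inhibition above the mean of all tested compounds plus 3 SD, cutoff set per campaign, cut at about 30% in these data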;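 note: 0% = DMSO wells and 100% = unlabeled Bim-BH3 peptide competitor; inhibitors lower millipolarization by displacing the labeled peptide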
# TPT1 inhibitor – Candida albicans TPT1 enzyme inhibitors, primary screen, biochemical, fluorescence polarization. tRNA 2'-phosphotransferase TPT1 (Candida albicans SC5314). recombinant caTPT1, FP RNA substrate dephosphorylation. inhibition, % at 5 µM. 300,000 compounds, 0.81% hits. AID 1962, 2009;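 active = inhibition above the mean of all tested compounds plus 3 SD, set per screening campaign, cut at about 24% in these data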;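 note: plate controls were DMSO alone for no effect and ferristatin control at 100 nM for full effect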
# * marks the source's active call; other numbers are inactive results; x = not tested or not shown.
SMILES,Fam108B counter,PME-1 primary,GSTO1 inh,PAD4 FP inh,MCL1 BIM primary,GLD-1 RNA inh,MEX-5 binding,Bcl-xL primary,TPT1 inhibitor
O=C1CCCc2oc3ccc(O)cc3c21,0,-6,3,-2,1,-1,-0.3,4,-2
COc1cc([N+](=O)[O-])ccc1NC(=O)NCc1cccnc1,1,-3,5,-2,6,1,5.6,-1,2
CN(Cc1ccco1)C(=O)c1ccc(S(=O)(=O)N2CCCCCC2)cc1,x,0,x,-1,5,1,x,3,x
COc1ccc(C)cc1-n1nnnc1SCC(=O)c1ccc2c(c1)OCCO2,-4,0,5,-5,-6,0,3.8,-1,6
Cc1ccc(C(=O)C2CCN(CC(=O)N3CCN(c4ccc(F)cc4)CC3)CC2)cc1,5,0,9,-2,-1,1,1.4,5,3
Cc1cccc(N(C(=O)c2snc(C(N)=O)c2N)C(C(=O)NC2CCCC2)c2ccncc2)c1 (stereo not drawn),-2,6,4,4,0,5,1.1,0,1
CC1CC1C(=O)Nc1cc(C(F)(F)F)ccc1N1CCOCC1 (stereo not drawn),-7,1,-5,-2,-16,-6,2.5,-6,3
CCOc1ccccc1NC(=O)Nc1ccc2c(c1)OCO2,1,9,2,8,-1,-3,2.4,3,1
CCc1noc(C)c1C(=O)Nc1cc(S(=O)(=O)N2CCOCC2)ccc1N1CCN(CC)CC1,-1,5,8,1,-22,-5,-0.4,-14,0
CCc1c(C)sc2nc3c(C(=O)N4CCOCC4)cc(C(=O)c4cc(F)ccc4O)cn3c(=O)c12,-16,-15,-15,-2,-2,3,1.6,7,5
Cc1ccc(C(=O)NC(=S)Nc2ccc3c(c2)OCCO3)c(C)c1,26*,5,-5,-7,16,3,2.1,7,-2
COC(=O)c1ccc(Cn2nc(-c3ccc(C)cc3)ccc2=O)cc1,-4,1,-4,5,-5,2,-0.6,-3,3
Cc1ccccc1Oc1cc(NC(=O)CCCn2nc(C)c([N+](=O)[O-])c2C)cc([N+](=O)[O-])c1,-10,-7,-10,-5,-2,5,1.7,-1,3
CCOc1cc(/C=N/NC(N)=O)cc(Br)c1OCc1ccccc1,1,5,-4,2,3,0,-1.2,3,-4
CCOc1ccccc1NC(=O)Cn1nnc(C(=O)NCc2ccc3c(c2)OCO3)c1N,2,-6,0,-6,-4,14,4.3,-1,1
O=C(CS(=O)(=O)c1cn(CC(=O)N2CCOCC2)c2ccccc12)Nc1ccccc1,3,-3,5,3,4,-2,1.2,0,0
COc1ccc(-n2c(C)cc(C(=O)COC(=O)c3cc(OC)c(OC)cc3NC(=O)c3cccs3)c2C)cc1,2,0,4,-4,-6,-2,0.0,-3,-3
CCC(C)[C@H](NC(=O)Nc1ccc2c(c1)OCCO2)C(=O)OC (stereo partly drawn),-1,-6,5,-7,-4,0,2.5,1,0
Cn1cc(CN(CCCN2CCOCC2)C(=S)Nc2cccc(Cl)c2)c2ccccc21,8,5,4,-1,8,2,x,5,-6
C/C=C/Cn1c(Br)nc2c1c(=O)[nH]c(=O)n2C,2,0,0,0,3,6,3.5,3,-4
Cc1cc(C)nc(N2CCCC(C(=O)Nc3ccc4c(c3)OCCO4)C2)n1 (stereo not drawn),2,-4,8,-5,4,3,0.9,1,-3
COc1cc(NC(=O)c2sc(C)nc2C)c(OC)cc1NC(=O)c1ccccc1,0,8,-3,-7,-4,1,-0.4,1,1
COc1ccc(CCC(=O)NC2CCCc3ccccc32)cc1OC (stereo not drawn),-4,5,10,6,-22,-3,-1.4,-6,4
CC(OC(=O)c1ccc(Cl)c(S(=O)(=O)N2CCOCC2)c1)C(=O)NC1CCCCC1C (stereo not drawn),0,7,-1,-4,-10,1,0.5,1,0
OCCC1CN(Cc2ccc(Oc3ncccn3)cc2)CCN1C1CCCCC1 (stereo not drawn),0,-3,-5,-2,3,3,0.3,4,0
# Further entries follow.
SMILES,Fam108B counter,PME-1 primary,GSTO1 inh,PAD4 FP inh,MCL1 BIM primary,GLD-1 RNA inh,MEX-5 binding,Bcl-xL primary,TPT1 inhibitor
CCCS(=O)(=O)c1c(S(=O)(=O)CCC)c2cnccn2c1C(=O)c1ccc(OC)cc1,3,2,-8,-5,9,-13,-0.1,2,-3
COc1ccc(/C=C/C(=O)Nn2cnnc2)cc1,-1,1,-1,0,7,1,-1.1,1,-7
Cc1[nH]c2ccccc2c1-c1nc2ccccc2[nH]c1=O,3,2,3,5,-5,-2,-4.4,2,1
Cc1ccccc1NC(=O)CSc1nnc(C2CC2)n1CC1CCCO1 (stereo not drawn),0,0,2,-7,4,0,-2.0,0,-1
COC(=O)C1=C(C)NC(=O)NC1c1cn(-c2ccccc2)nc1-c1cccs1 (stereo not drawn),3,2,-3,-7,4,5,0.8,6,-4
C=CCOc1ccc(/C=C(\C#N)C(=O)Nc2ccccn2)cc1OC,2,-3,6,3,5,10,1.9,6,-3
CN1CCN(S(=O)(=O)c2ccc(NC(=O)c3ccc(Br)s3)cc2)CC1,-3,-1,-7,-3,0,0,0.1,-1,-1
Cc1ccc2c(c1)NCC(C(=O)NC1CCC(C)CC1)O2 (stereo not drawn),-2,1,7,-1,-7,3,1.8,5,0
C=Cc1ccc2c(c1)N(C)C(=C)S2,0,3,-3,1,6,3,0.7,-5,-2
Cc1ccc(Nc2nc(C(=O)N3CCC(C(=O)N4CCN(C)CC4)CC3)cs2)cc1,2,7,1,3,6,-1,0.1,3,-2
CCc1ccc(C(=O)NNC(=O)c2n[nH]c(=O)c3ccccc23)cc1,x,-3,x,1,1,-4,x,-3,x
COc1ccc(C)cc1NC(=O)C(c1ccccc1)N1CCNC(=O)C1 (stereo not drawn),-6,1,3,-4,5,-10,-2.6,-4,-4
CCC(C)(C)C1CCC2(CC1)NC(CO)(CO)CO2 (stereo not drawn),-1,-5,2,0,-3,1,-0.3,0,-10
O=C(Nc1ccc(N2CCOCC2)nc1)c1ccccc1Cl,3,0,-3,-2,6,-1,-2.3,9,1
Cc1cccn2c(=O)c(/C=C(\C#N)S(=O)(=O)c3ccccc3)c(Oc3ccc(Cl)cc3)nc12,-2,4,-3,1,-4,-2,-1.4,-3,-1
CC(C)OCCCNc1ncnc2c1cnn2-c1ccccc1,-2,-4,5,-8,8,4,0.1,7,-3
Cc1ccc2c(=O)cc(C(=O)NCCc3ccc(S(N)(=O)=O)cc3)oc2c1,2,-3,-1,-1,13,-2,-1.8,11,1
Fc1ccccc1N1CCN(C2CCCN(Cc3cccc(C(F)(F)F)c3)C2)CC1 (stereo not drawn),-3,1,-4,3,13,9,1.0,8,2
O=C(NCc1cccnc1)NC1CCCN1S(=O)(=O)c1ccc(Cl)cc1 (stereo not drawn),2,-3,6,-1,4,12,-2.9,9,-8
O=C(CNS(=O)(=O)c1cccc(Cl)c1)OCc1csc(-c2ccccc2)n1,4,-1,6,5,1,7,2.7,0,-3
COc1ccccc1/C=N/N1CCN(Cc2ccccc2Cl)CC1,4,-6,7,1,-1,4,0.5,-1,-1
CCOC(=O)CN(C(=O)CSc1nnc(C)n1-c1ccccc1)c1cccc([N+](=O)[O-])c1,0,7,-1,-4,3,0,0.4,6,-5
COCCSc1ccccc1C(=O)NCCCn1ccnc1,-1,4,6,-3,14,8,-0.7,7,0
Cc1ccc2oc(C(=O)N(C)Cc3cnccn3)c(C)c2c1,6,4,1,-2,3,-10,0.0,8,-2
COc1ccc(S(=O)(=O)NCCCN2CCCC2=O)c(OC)c1,2,7,1,1,3,1,1.3,3,-5
# The list goes on:
SMILES,Fam108B counter,PME-1 primary,GSTO1 inh,PAD4 FP inh,MCL1 BIM primary,GLD-1 RNA inh,MEX-5 binding,Bcl-xL primary,TPT1 inhibitor
O=C(NCC1CCCO1)C(c1cccs1)N(C(=O)Cn1nnc(-c2cccs2)n1)C1CCCC1 (stereo not drawn),-5,1,-6,-12,8,4,-0.2,9,-1
COc1ccc(OCC(O)CN(C)C(=O)C(C)Oc2ccccc2)cc1 (stereo not drawn),4,1,-1,1,-4,4,1.7,-2,-5
CN(C(=O)N1CCN(c2ccccn2)CC1)c1ccccc1,3,2,-2,-2,6,1,1.4,-1,1
CCCCCOC(=O)Cn1c(N2CCOCC2)nc2c1c(=O)[nH]c(=O)n2C,-2,-7,-2,-3,9,-5,2.4,6,1
CC(CN1CCC(O)CC1)c1ccccc1 (stereo not drawn),-8,6,0,0,6,2,0.5,5,-1
COc1cc(/C=N/N(CCO)C2=NS(=O)(=O)c3ccccc32)cc(OC)c1OC,4,2,-1,-4,2,6,-1.2,11,-4
C=CCn1c(SCC(=O)NNC(=O)Nc2cccc(Cl)c2)nnc1-c1ccccc1,-2,1,-4,-2,8,0,-0.2,1,-1
O=C(c1cccs1)n1nc(-c2ccco2)nc1SCc1ccccc1,-2,3,0,11,10,4,0.8,2,-3
COc1cccc(NC(=O)NC2CCCc3ccccc32)c1 (stereo not drawn),-1,-2,4,-2,6,-3,-0.4,8,-4
CCOC(=O)C1CCCN(S(=O)(=O)c2ccc3c(c2)N(C(C)=O)CCO3)C1 (stereo not drawn),2,3,3,-2,9,8,2.7,7,-3
CCn1c(CSc2nnc(-c3ccoc3C)n2C)nc2cc(S(=O)(=O)N(C)C)ccc21,3,-2,-5,32*,5,10,-2.5,4,5
O=C(NC1CC1)c1cccc(S(=O)(=O)Nc2ccccc2F)c1,2,2,0,-3,4,-1,-0.4,1,2
COCC(=O)Nc1nc(-c2ccccc2)ns1,3,10,5,-2,3,0,0.6,2,-7
CCOC(=O)c1sc(=NC(=O)c2cc(OC)c(OC)c(OC)c2)n(C)c1C,3,0,2,0,0,7,2.3,5,-2
C/C(=N\NC(=O)c1nn(C)cc1Cl)c1ccncc1,3,-3,6,1,7,-4,-3.6,5,-4
CC(=O)N1CCN(CC(=O)Nc2ccccc2Sc2ccc(Cl)cc2)CC1,-3,10,0,1,-4,2,2.9,0,-1
Cc1ccc(NC(=O)c2ccc(F)cc2)cc1S(=O)(=O)N1CCCCCC1,-11,-16,-13,-3,3,1,2.2,1,2
Fc1ccc2[nH]c3c(N4CCN(c5ccccc5)CC4)ncnc3c2c1,16,46*,1,-1,1,2,-0.3,-1,3
COc1cc(CC(=O)OCC(=O)Nc2ccc(N3CCOCC3)cc2)cc(OC)c1OC,1,0,6,1,-2,3,0.4,2,3
C=CCNc1nc(-c2ccccn2)nnc1-c1ccccc1,2,-2,-1,2,5,2,-2.4,-2,-4
CCC1Oc2ccc(C)cc2N(CC(=O)NCCC2=CCCCC2)C1=O (stereo not drawn),2,-3,-5,0,4,2,-1.7,0,1
CC1Cc2ccccc2N1C(=O)COC(=O)c1ccc(N(C)C)cc1 (stereo not drawn),x,5,x,-7,-4,18,x,-2,x
Cc1nc(NC(=O)COC(=O)CCc2nc3ccccc3s2)c(Cl)cc1Cl,1,3,1,6,6,6,0.7,3,3
O=C(Nc1ccc(N2CCN(C(=O)c3ccc(Cl)cc3)CC2)cc1)c1cccs1,0,5,4,0,-5,1,-1.6,1,-2

# Only part of the results is shown, so the mix of outcomes need not match the whole.
